TAAR1 ag – agonists of human TAAR1; Q96RJ0; CHO RD-HGA16 TAAR1, Fluo-8 calcium fluorescence; vehicle wells 0%, saturating PEA agonist 100%; activation, % at 3 µM; hit rate 0.99% among 360,000; AID 624467;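 active = activation above the mean activation of all test compounds in the run plus 3 SD, cut at about 38% in these data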
Target sequence (Q96RJ0 whole entry, looked up): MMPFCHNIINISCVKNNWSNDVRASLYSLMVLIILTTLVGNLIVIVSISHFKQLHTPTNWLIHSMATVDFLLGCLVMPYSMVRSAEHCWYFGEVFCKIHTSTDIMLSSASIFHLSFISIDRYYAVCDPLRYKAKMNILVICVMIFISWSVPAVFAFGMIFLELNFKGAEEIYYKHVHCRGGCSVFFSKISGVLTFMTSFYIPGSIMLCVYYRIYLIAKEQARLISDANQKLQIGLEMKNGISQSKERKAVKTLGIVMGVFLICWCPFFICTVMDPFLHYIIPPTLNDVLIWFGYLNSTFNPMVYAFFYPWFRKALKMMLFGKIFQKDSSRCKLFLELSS
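System: CHO-derived RD-HGA16 cells with stable Gα16 and human TAAR1. Times: 17-24 h plating, Fluo-8 75 min 37 °C, 30 min RT. Measured by: calcium-sensitive Fluo-8 signal, excitation 470-495, emission 515-575 nm. Read-out basis: % activation relative to PEA EC100 response. Control set: DMSO and PEA EC100. Repeats: no replicates (n 1).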
M1 PAM – potentiates human M1 receptor response to acetylcholine. P11229. CHO-K1 hM1, Fluo-8 calcium fluorescence, ACh EC20; 0% = ACh EC20, 100% = maximal ACh. activation, % at 3 µM. hit rate 0.088% among 360,000. AID 588819; in the data active = activation above about 19%, passing the limit was not always enough
Target sequence (P11229 whole entry, looked up): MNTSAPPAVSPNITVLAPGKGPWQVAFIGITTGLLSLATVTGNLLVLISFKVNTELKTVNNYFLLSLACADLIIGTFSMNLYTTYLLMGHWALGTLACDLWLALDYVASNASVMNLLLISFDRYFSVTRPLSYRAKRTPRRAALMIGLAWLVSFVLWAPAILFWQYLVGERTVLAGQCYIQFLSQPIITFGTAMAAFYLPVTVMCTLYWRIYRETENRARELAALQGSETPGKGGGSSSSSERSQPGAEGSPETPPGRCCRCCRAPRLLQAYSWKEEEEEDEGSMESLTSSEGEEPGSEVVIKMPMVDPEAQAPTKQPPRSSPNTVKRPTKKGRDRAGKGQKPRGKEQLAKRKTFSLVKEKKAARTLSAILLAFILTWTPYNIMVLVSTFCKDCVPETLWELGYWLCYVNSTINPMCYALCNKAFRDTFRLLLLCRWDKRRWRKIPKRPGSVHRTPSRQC
CHRM5 agonist – CHRM5 agonism in calcium assay; P08912; CHO-K1 hM5 cells, Fluo-8 calcium fluorescence; 0% DMSO wells, 100% maximal acetylcholine response; activation, % at 3 µM; hit rate 0.19% among 360,000; AID 624037;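 active = activation above the run's mean over test compounds plus 3 SD, cut at about 23% in these data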;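 note: signal is peak over basal fluorescence ratio across the kinetic read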
M5 antag – antagonists of human muscarinic M5 receptor (CHRM5); hit rate 0.59% among 360,000; CHO-hM5 cells, Fluo-8 calcium fluorescence, ACh EC80; inhibition, % at 3 µM;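 active = inhibition above a per-plate cutoff, the mean of that plate's test compounds plus 3 SD, cut at about 27% in these data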;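 note: 0% = acetylcholine EC80 with DMSO and 100% = DMSO without agonist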
M1 antag – antagonists of human M1 muscarinic receptor. P11229. CHO-K1 hM1, Fluo-8 calcium fluorescence, ACh EC80 antagonist. inhibition, % at 3 µM. hit rate 1.3% among 360,000;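 active = percent inhibition above its own plate's cutoff, namely the mean of that plate's compound wells plus 3 SD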;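 note: peak over basal fluorescence ratio during 140 s after agonist addition; 0% = ACh EC80 plus DMSO and 100% = DMSO alone without agonist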
M5 PAM – CHRM5 positive allosteric modulation; CHO-K1 hM5, Fluo-8 calcium, ACh EC20 PAM; 0% = ACh EC20, 100% = ACh EC100; activation, % at 3 µM; hit rate 0.3% among 360,000; P08912; AID 624038;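 active = activation above the run cutoff, the mean activation of all test compounds plus 3 SD, cut at about 18% in these data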
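system = human M5 receptor in CHO-K1 cells | reagent = EC20 acetylcholine as agonist stimulus | compound dosing = single-point, 3 µM nominal | incubation = Fluo-8 loading 80 min at 37 °C plus 30 min room temperature | detection = Fluo-8 calcium dye fluorescence, kinetic read | benchmarks = low control EC20 acetylcholine (0%), high control EC100 acetylcholine (100%)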
M4 antag – blocks acetylcholine activation of human M4 receptor | AID 624125 | hit rate 0.73% among 360,000 | inhibition, % at 3 µM | P08173 | CHO-hM4 cells, ACh EC80, Fluo-8 calcium fluorescence;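 active = inhibition above its plate's cutoff, the mean inhibition of sample wells plus 3 SD, cut at about 27% in these data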;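 note: 0% = acetylcholine EC80 with DMSO and 100% = DMSO without agonist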
CHRM1 agonist – human M1 muscarinic receptor agonism; AID 588814; hit rate 0.33% among 360,000; CHO-K1 hM1, Fluo-8 calcium fluorescence, agonist mode; 0% DMSO, 100% acetylcholine EC100; activation, % at 3 µM;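 active = activation above the run's mean compound activation plus 3 SD, cut at about 16% in these data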;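 note: peak over basal fluorescence ratio within a 140 s kinetic read after compound addition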
CHRM4 agonist – agonists of human muscarinic M4 receptor (CHRM4). CHO-K1 hM4/Gqi5, Fluo-8 calcium fluorescence; vehicle 0%, full acetylcholine response 100%. P08173. activation, % at 3 µM. hit rate 0.14% among 360,000;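 active = activation above the run mean over all test wells plus 3 SD, cut at about 32% in these data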;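 note: peak over basal fluorescence ratio per well then scaled between controls; 0% = DMSO wells and 100% = acetylcholine at EC100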
* = called active by the depositor; . = no result given. A portion of the library; count on the stated rates, not on these rows.

SMILES | TAAR1 ag | M1 PAM | CHRM5 agonist | M5 antag | M1 antag | M5 PAM | M4 antag | CHRM1 agonist | CHRM4 agonist
COc1ccc(/C=N\NC(=O)COc2ccc(Cl)cc2Cl)c(C(=O)O)c1OC | 2.8 | 3.4 | -0.2 | -2.3 | -7.9 | -1.3 | -6.9 | -4.1 | 0.8
COc1ccc2c(c1)SCC/C2=C\CN1C(=O)CCC1=O | -0.2 | 7.6 | -3.7 | 0.8 | -5.6 | 1.0 | -3.4 | -10.0 | 1.9
COc1ccc(N(CC(=O)NCCSC2CCCCC2)S(=O)(=O)c2ccccc2)c(OC)c1 | -2.1 | 1.8 | -5.2 | 1.1 | -1.6 | 1.5 | 11.7 | -2.5 | 8.7
CC1OC(Oc2c(-c3cc(O)c(O)c(O)c3)oc3cc(O)cc(O)c3c2=O)C(O)C(O)C1O (stereo unspecified) | 0.6 | 3.4 | 2.8 | 6.7 | -5.6 | -7.1 | -15.0 | -1.8 | 1.4
CC(=O)c1ccc(S(=O)(=O)N(C)C(C)CCc2ccco2)cc1 (stereo unspecified) | -1.2 | -0.2 | -1.7 | 14.9 | 2.5 | -16.3 | -2.3 | -5.5 | 12.8
Cn1c(=O)c2cn(-c3cccc4ccccc34)cc2n(C)c1=O | 9.7 | 3.4 | -2.6 | -2.2 | -34.0 | 0.7 | -2.6 | -5.2 | 0.3
COc1ccc(S(=O)(=O)Nc2ccc3c(c2)C(=O)N([C@H](C)CO)C[C@@H](C)[C@@H](CN(C)S(=O)(=O)c2ccc(Cl)cc2)O3)cc1 | 2.1 | 7.4 | -1.8 | 6.8 | -3.7 | 1.1 | 11.1 | -8.1 | 0.4
Cc1cc(C)n(C(=O)/C(C#N)=C/N(C)C)n1 | 1.8 | 18.7 | 2.8 | -2.6 | -9.1 | 11.8 | 0.9 | -3.4 | 1.9
CCOc1nc(-c2ccccc2)ccc1-c1noc(-c2cccnc2)n1 | 7.8 | 4.8 | 2.2 | 7.0 | -23.8 | 2.5 | 2.7 | -0.3 | 0.1
O=C(O)c1cc([N+](=O)[O-])c(N2CCCC2)c([N+](=O)[O-])c1 | 0.8 | 9.3 | -1.8 | -2.4 | -7.4 | 2.5 | 2.2 | -4.5 | 0.5
CCCN(C(=O)c1ccco1)c1nnc(-c2ccccc2C)s1 | 10.4 | 2.5 | -4.7 | -5.8 | -1.0 | 2.8 | -26.7 | -3.8 | -2.0
Cc1nn(Cc2ccccc2)c(C)c1NC(=O)c1cc(-c2cccs2)on1 | 6.6 | -2.8 | -0.6 | -4.8 | 3.0 | -11.4 | 5.7 | -1.1 | 11.0
CCS(=O)(=O)Nc1cccc(C2=NN(S(=O)(=O)c3ccc(C)cc3)C(c3cccs3)C2)c1 (stereo unspecified) | 6.9 | 10.7 | -0.2 | 1.7 | -5.4 | -2.2 | -5.3 | -1.6 | 2.0
Cc1ccc(NC(=O)C2(C)CCN2C(=O)Cc2ccc(-c3ccccc3)cc2)cc1 (stereo unspecified) | 6.6 | -14.9 | 4.5 | 22.4 | 19.8 | -7.7 | 7.0 | 19.2* | 5.5
FC(F)(F)C1=NNC(c2ccc3ccccc3c2)=NN1 | 0.0 | 4.4 | 0.3 | -5.4 | -13.2 | 2.6 | -1.9 | -0.1 | -0.2
CCC1CCCCN1C(=O)CN1C(=O)c2ccccc2S1(=O)=O (stereo unspecified) | 2.5 | 5.8 | -1.7 | 4.7 | -9.9 | 3.5 | 3.9 | 1.4 | 0.1
O=C(COC(=O)Cc1n[nH]c(=O)c2ccccc12)Nc1ccc(Cl)cc1F | 0.7 | 9.7 | 2.8 | -7.4 | -12.9 | 4.5 | 1.0 | -2.6 | 1.1
CCOc1ccccc1N1CN(C2CCCCC2)CNC1=S | 3.3 | 4.3 | 1.7 | -0.1 | -9.0 | -2.0 | 11.2 | -3.8 | -0.1
NC(=O)CNCCC(c1ccccc1)c1ccccc1 | 3.9 | 1.4 | 0.0 | -8.5 | -23.0 | 1.3 | 0.9 | -3.2 | 0.6
COC(=O)c1ccc(CSc2ccc3nnc(-c4ccccc4)n3n2)o1 | . | -13.6 | -2.9 | 1.1 | 7.5 | -3.3 | 3.6 | -7.9 | 6.6

Some of these compounds in order of SMILES length, falling:
SMILES | TAAR1 ag | M1 PAM | CHRM5 agonist | M5 antag | M1 antag | M5 PAM | M4 antag | CHRM1 agonist | CHRM4 agonist
COC(=O)c1ccc(CSc2ccc3nnc(-c4ccccc4)n3n2)o1 | . | -13.6 | -2.9 | 1.1 | 7.5 | -3.3 | 3.6 | -7.9 | 6.6
CCOc1nc(-c2ccccc2)ccc1-c1noc(-c2cccnc2)n1 | 7.8 | 4.8 | 2.2 | 7.0 | -23.8 | 2.5 | 2.7 | -0.3 | 0.1
Cc1cc(C)n(C(=O)/C(C#N)=C/N(C)C)n1 | 1.8 | 18.7 | 2.8 | -2.6 | -9.1 | 11.8 | 0.9 | -3.4 | 1.9
CCOc1ccccc1N1CN(C2CCCCC2)CNC1=S | 3.3 | 4.3 | 1.7 | -0.1 | -9.0 | -2.0 | 11.2 | -3.8 | -0.1

(listing goes on)
SMILES | TAAR1 ag | M1 PAM | CHRM5 agonist | M5 antag | M1 antag | M5 PAM | M4 antag | CHRM1 agonist | CHRM4 agonist
CCn1c(CCNC(=O)c2cccs2)nnc1SCC(=O)Nc1nc(-c2ccccc2)cs1 | 17.0 | -9.5 | 3.0 | 11.4 | 6.7 | -11.6 | 2.0 | 0.8 | 12.8
CC(C)Oc1cccc(C(=O)Nc2ccc(N3CCN(C)CC3)cc2)c1 | 17.5 | -14.6 | -22.0 | 21.8 | 9.0 | -14.1 | 8.8 | -8.3 | 1.4
O=C(COc1ccccc1)N(CCc1ccccc1)c1nc(-c2ccc(F)cc2)cs1 | 8.6 | 0.4 | -1.2 | 1.5 | 11.0 | -1.2 | 5.5 | -0.8 | 0.5
COCCNC(=S)N1C2CCC1CC(NC(=O)NC13CC4CC(CC(C4)C1)C3)C2 (stereo unspecified) | 7.5 | -0.5 | 0.7 | 0.3 | -1.5 | -3.0 | 4.5 | -4.3 | 1.0
COc1ccc2c(c1)C(=O)C(=O)N2CCS(=O)(=O)c1ccccc1 | 3.1 | 0.5 | -2.0 | 1.6 | 0.8 | 5.2 | -7.2 | -2.7 | 1.6
O=C(c1ccco1)N1CCN(C(=O)c2ccc(CS(=O)c3ccc(F)cc3)o2)CC1 (stereo unspecified) | 8.4 | 11.9 | 0.3 | -5.0 | -10.3 | 12.3 | -5.8 | 4.0 | 0.8
O=C(CN1CCOCC1)NCCNC(=O)CN1CCOCC1 | 4.5 | 5.3 | -0.9 | 2.7 | -10.1 | -0.5 | 3.2 | -3.3 | 0.3
Cc1cc(Br)c(NC(=O)COC(=O)C2CC2C)c(Br)c1 (stereo unspecified) | 4.5 | 2.0 | -3.6 | -4.1 | 2.2 | 8.0 | 3.2 | -6.6 | 1.0

Compound activity from PubChem.
